Assay outcomes (PubChem BioAssay)
CHRM4 PAM = positive allosteric modulators of human muscarinic M4 receptor. 0.4% of 360,000 active. CHO-K1 hM4/Gqi5, Fluo-8 calcium fluorescence, ACh EC20; 0% = ACh EC20, 100% = maximal ACh. activation, % at 3 µM;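 active = activation above its plate's cutoff, the mean activation of sample wells plus 3 SD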; also: some results filed as inactive read as strong as hits
CRFBP-R2 agonist = CRF-BP/CRF-R2 complex agonism; HEK293 CRF-R2/CRF-BP, calcium dye fluorescence (FLIPR); percent of saturating CRF peptide response; activation, % at 13.2 µM; 0.46% of 350,000 active; AID 588473;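 active = activation of at least 50%, plus an integration ratio under a set limit after plate pattern correction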;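 also: plate controls were neutral control wells without compound for no effect and CRF at EC100 for full effect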
M5 PAM = positive allosteric modulators of human muscarinic M5 receptor; P08912; CHO-K1 hM5, Fluo-8 calcium, ACh EC20 PAM; 0% = ACh EC20, 100% = ACh EC100; activation, % at 3 µM; 0.3% of 360,000 active; AID 624038;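 active = activation above the run cutoff, the mean activation of all test compounds plus 3 SD, cut at about 18% in these data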
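Assay system: CHO-K1 hM5 cells / Incubation: Fluo-8 loading 80 min at 37 °C plus 30 min room temperature / Technique: Fluo-8 calcium dye fluorescence, kinetic read / Repeats: single replicate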
M4 ag = CHRM4 agonism in calcium assay | P08173 | CHO-K1 hM4/Gqi5, Fluo-8 calcium fluorescence; vehicle 0%, full acetylcholine response 100% | activation, % at 3 µM | 0.14% of 360,000 active | AID 624127;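 active = activation above the run mean over all test wells plus 3 SD, cut at about 32% in these data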;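 also: peak over basal fluorescence ratio per well then scaled between controls; 0% = DMSO wells and 100% = acetylcholine at EC100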
M4 antag = antagonists of human muscarinic M4 receptor (CHRM4) | P08173 | CHO-hM4 cells, ACh EC80, Fluo-8 calcium fluorescence | inhibition, % at 3 µM | 0.73% of 360,000 active;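 active = inhibition above its plate's cutoff, the mean inhibition of sample wells plus 3 SD, cut at about 27% in these data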;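 also: 0% = acetylcholine EC80 with DMSO and 100% = DMSO without agonist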
CRFBP-R2 block = antagonists of CRF-binding protein/CRF-R2 receptor complex; inhibition, % at 11.8 µM; 0.59% of 350,000 active; HEK293 CRF-R2/CRF-BP, CRF-induced calcium fluorescence;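 active = inhibition of the ligand-induced calcium signal above about 50% at the single tested concentration, limit read from the data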
M5 antag = blocks acetylcholine activation of human M5 receptor; 0.59% of 360,000 active; P08912; CHO-hM5 cells, Fluo-8 calcium fluorescence, ACh EC80; inhibition, % at 3 µM; AID 624040;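 active = inhibition above a per-plate cutoff, the mean of that plate's test compounds plus 3 SD, cut at about 27% in these data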;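 also: 0% = acetylcholine EC80 with DMSO and 100% = DMSO without agonist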
IDE cell inh = inhibitors of human insulin-degrading enzyme in cells. HEK cells, FAbetaB cleavage, fluorescence polarization. inhibition, % at 5.59 µM. 0.41% of 320,000 active. AID 434962;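 active = percent inhibition above the average of all tested compounds plus 3 SD, set per screening campaign, cut at about 16% in these data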;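 also: IDE supplied by intact live HEK cells; FP after avidin binding of uncleaved biotin substrate so inhibition keeps polarization high; 0% = DMSO wells and 100% = 60 µM reference IDE inhibitor Ii1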
Target sequence (P14735 whole entry, looked up): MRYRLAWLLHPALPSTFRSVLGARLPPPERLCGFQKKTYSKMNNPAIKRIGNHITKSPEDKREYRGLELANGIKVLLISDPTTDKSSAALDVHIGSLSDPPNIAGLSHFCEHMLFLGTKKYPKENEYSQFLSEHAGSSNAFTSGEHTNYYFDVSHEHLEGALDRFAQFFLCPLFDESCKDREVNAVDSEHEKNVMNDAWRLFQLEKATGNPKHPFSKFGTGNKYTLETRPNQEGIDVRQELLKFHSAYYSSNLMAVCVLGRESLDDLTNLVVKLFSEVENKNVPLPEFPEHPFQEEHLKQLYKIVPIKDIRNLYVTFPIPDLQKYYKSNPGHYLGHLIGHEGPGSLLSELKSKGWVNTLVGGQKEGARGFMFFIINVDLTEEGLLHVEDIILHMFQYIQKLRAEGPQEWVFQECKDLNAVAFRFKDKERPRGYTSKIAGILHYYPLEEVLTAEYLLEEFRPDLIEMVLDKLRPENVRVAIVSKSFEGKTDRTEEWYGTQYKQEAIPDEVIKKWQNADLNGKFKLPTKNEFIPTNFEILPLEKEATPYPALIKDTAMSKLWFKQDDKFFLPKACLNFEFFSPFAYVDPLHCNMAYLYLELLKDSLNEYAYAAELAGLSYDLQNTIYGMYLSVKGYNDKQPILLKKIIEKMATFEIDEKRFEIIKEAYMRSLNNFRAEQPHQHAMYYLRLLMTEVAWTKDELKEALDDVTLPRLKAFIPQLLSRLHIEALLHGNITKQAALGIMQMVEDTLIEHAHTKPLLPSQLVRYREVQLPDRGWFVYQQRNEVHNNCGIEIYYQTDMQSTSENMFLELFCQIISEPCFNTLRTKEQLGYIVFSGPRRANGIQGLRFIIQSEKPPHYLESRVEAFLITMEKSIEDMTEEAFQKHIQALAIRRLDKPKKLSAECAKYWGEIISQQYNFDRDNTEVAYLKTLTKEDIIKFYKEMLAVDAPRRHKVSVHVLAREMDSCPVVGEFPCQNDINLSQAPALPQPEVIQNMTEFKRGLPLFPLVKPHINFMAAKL
CHRM5 agonist = CHRM5 agonism in calcium assay. CHO-K1 hM5 cells, Fluo-8 calcium fluorescence; 0% DMSO wells, 100% maximal acetylcholine response. P08912. activation, % at 3 µM. 0.19% of 360,000 active. AID 624037;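 active = activation above the run's mean over test compounds plus 3 SD, cut at about 23% in these data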;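 also: signal is peak over basal fluorescence ratio across the kinetic read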
* = called active by the depositor; x = no result given.

SMILES	CHRM4 PAM	CRFBP-R2 agonist	M5 PAM	M4 ag	M4 antag	CRFBP-R2 block	M5 antag	IDE cell inh	CHRM5 agonist
COc1ccc(NC(=O)N(Cc2cc3cc(OC)ccc3[nH]c2=O)CC2CCCO2)cc1 (configuration not stated)	-10	-2.6	-8	8	1	-13	7	5	2
CS(=O)(=O)Nc1ccc(C(=O)NCc2ccco2)cc1	-6	-0.2	4	1	10	-3	-9	0	0
CC1=C(C(=O)N2CCOCC2)CC(CC(=O)NCCc2ccccn2)C(=O)N1Cc1ccc(F)cc1 (configuration not stated)	-5	-0.9	1	1	-4	-2	2	x	0
CN(C)CCCNCC(=O)Nc1ccccc1N1CCOCC1	1	-1.5	1	1	2	11	1	-9	-3
CC1(C)Cc2cccc(OCC(=O)Nc3cc(S(C)(=O)=O)ccc3Cl)c2O1	6	-6.1	-17	11	-1	-3	17	-1	-6
CCOc1ccccc1/C=N/NC(=O)c1cc(C(C)C)[nH]n1	0	-0.6	-7	8	2	-6	11	5	0
O=C1CCN(Cc2ccccc2)C=C1c1ccc2ccccc2c1	2	-0.9	-4	4	2	6	18	-3	-9
Nc1ccc2c(c1)OC1(CCCC1)O2	-12	9.4	3	1	-4	-4	2	0	-2
CCOC(=O)N1CCN(C(=O)CN(c2ccc(OCc3ccccc3)cc2)S(C)(=O)=O)CC1	6	-2.4	-3	1	-11	0	3	1	2
COc1cccc(OCc2nc(-c3cccc([N+](=O)[O-])c3)no2)c1	-8	3.4	-6	4	-1	8	12	0	-4
CC(C)(C)OC(=O)C[C@@H]1C/C=C\C[C@H](CC(=O)N[C@H](CO)Cc2ccccc2)C(=O)N[C@H](Cc2ccccc2)COC1=O	7	-1.7	-5	9	-9	4	16	8	0
CCCCN(C)C(=O)CCC(=O)Nc1ccc2nc(N3CCN(C)CC3)cc(C)c2c1	0	-3.4	-2	1	10	10	10	3	-1
CC(=O)NC(C)c1nc2ccccc2n1Cc1ccccc1F (configuration not stated)	4	4.9	11	1	-5	-28	-10	2	-7
CCn1c(=O)n(CC(=O)NCC2CCCO2)c(=O)c2c3c(sc21)CCCC3 (configuration not stated)	2	0.3	-12	0	1	-12	25	-2	-6
COc1ccc2cc(CCNC(=O)c3cc4ccccc4o3)c(=O)[nH]c2c1	-6	-0.7	-4	20	-11	-7	-7	-2	3
Cc1c(C(=O)NCc2ccccc2)cnn1-c1ccccc1	2	-2.8	2	0	0	33	-1	3	0
COc1ccc(CNc2nc(NCc3ccc(OC)cc3)c3ncn(C4CCCC4)c3n2)cc1	1	1.0	-6	-1	0	6	18	-2	-4
Cn1c(=O)c2c(ncn2CCc2ccccc2)n(C)c1=O	-4	-0.4	6	1	-3	9	-1	0	-2
CCOC(=O)c1c(-c2ccc(C)cc2)csc1NC(=O)C1CC=CCC1C(=O)O (configuration not stated)	16	-2.8	3	1	-3	37	-17	1	2
COc1ccc2nc(Cl)c(C3CC(c4ccco4)=NN3C(=O)CCCC(=O)O)cc2c1 (configuration not stated)	-10	2.2	0	0	5	4	4	-2	-1
CC1CCN(C(=O)Nc2cccc(NC(=O)N3CCC(C)CC3)c2)CC1	5	-2.1	0	2	7	-1	-4	4	-6
Cc1noc(C)c1NC(=O)N(C)C[C@@H]1OCc2cnnn2CCCC(=O)N([C@@H](C)CO)C[C@@H]1C	4	0.3	2	1	-7	-8	-2	x	0
O=C(Nc1cc(C(F)(F)F)ccc1Cl)C(Sc1n[nH]c(=O)[nH]c1=O)c1ccccc1 (configuration not stated)	4	-1.2	1	1	10	-21	2	3	2
CCOc1ccc(CCNC(=O)C2CCCN(c3ncnc4c3nc3n4CCCCC3)C2)cc1 (configuration not stated)	5	-1.6	-3	-1	-9	115*	13	-3	-7
CC(C)c1ccc(NC(=O)COc2ccc(C3SCCS3)cc2)cc1	-11	1.1	1	0	1	-6	10	1	-5
SMILES	CHRM4 PAM	CRFBP-R2 agonist	M5 PAM	M4 ag	M4 antag	CRFBP-R2 block	M5 antag	IDE cell inh	CHRM5 agonist
COc1ccccc1C(=O)OCC(=O)NCCNC(=O)COC(=O)c1ccccc1OC	-1	-2.4	-7	1	1	-2	22	4	-5
Cc1cccc(CCNC(=O)CCNS(=O)(=O)c2cc(Br)cnc2N)c1	4	-0.5	-2	5	-2	-9	5	-11	-5
CC(CCc1ccccc1)NC(=O)C1CCN(S(=O)(=O)N2CCCCC2)CC1 (configuration not stated)	-2	1.2	-2	9	-3	6	5	3	5
COc1ccc(NC(=O)c2cn(-c3ccccc3)nc2-c2cc3ccccc3o2)cc1	4	2.5	9	1	7	3	-3	4	-3
CCc1cc2cc(C(=O)Nc3ccc(C)cc3)sc2s1	10	1.7	2	0	-4	-18	-1	-3	-13
COc1ccc(S(=O)(=O)N2CCc3ccccc32)cc1C(=O)Nc1cc(S(C)(=O)=O)ccc1Cl	5	1.1	9	0	-11	3	-3	x	-4
COc1ccccc1N1C(=O)c2ccccc2NC1c1cc(OC)c(OC)c(OC)c1 (configuration not stated)	5	0.7	-3	1	-10	14	8	2	3
Cc1ccc2cc(S(=O)(=O)NCCCN3CCOCC3)ccc2c1	-2	-2.3	-7	3	0	3	5	4	-1
Cc1nn(-c2ccccc2)c(C)c1/C=N/n1c(-c2ccc(C(C)(C)C)cc2)n[nH]c1=S	1	-0.3	-2	-1	1	20	-14	4	-6
NS(=O)(=O)c1ccc(NC(=O)COC(=O)c2cnc(Cl)c(Cl)c2)cc1	-5	0.6	-5	0	1	-10	12	2	-1
CC(C(=O)O)N1C(=O)C2C3c4ccccc4C(c4ccccc43)[C@@H]2C1=O (some centres not stated)	2	-3.0	0	0	0	17	-2	1	-4
COc1ccc2[nH]c(=O)c(CN(C(=O)c3ccncc3)C(C)(C)C)cc2c1	8	-2.7	1	0	2	-11	-2	0	2
CC1CC(C)CN(CC(O)COCc2ccccc2F)C1 (configuration not stated)	-3	-0.1	0	0	-1	1	4	3	-3
Cc1cccc(N2CC34C=CC(O3)C(C(=O)O)C4C2=O)c1 (configuration not stated)	1	-3.5	-3	0	8	-47	2	2	-2
COc1ccc(S(=O)(=O)NCC(=O)O)cc1C(=O)NC1CCCCC1	8	-3.7	2	1	-4	0	-1	0	-2
COc1cc(C(=O)NC(=S)Nc2ccccc2N2CCCC2)cc(OC)c1OC	-2	-2.0	5	2	-1	-7	-8	-4	-7
O=C(Cn1ncc2c3ccccc3n(Cc3ccccc3F)c2c1=O)NCCCN1CCCC1=O	-1	-0.3	-1	2	5	-26	4	2	-2
Cc1ccccc1NC(=O)CCS(=O)(=O)c1ccc(Br)s1	0	4.0	3	2	5	-16	4	5	-2
O=C(CN1CCN(C(=O)c2cccs2)CC1)NC1CCCCC1	5	2.7	5	0	-11	0	-3	-2	-1
O=C(CN1C(=O)NC2(CCCC2)C1=O)OCc1ccc(Cl)c(Cl)c1	-3	2.8	3	12	-21	-9	-4	1	2
CC1(C)C=C2C(=NN(c3ccccc3)C(N)=C2C#N)CO1	0	0.3	0	0	-1	-21	-9	-7	1
CC(=O)N1CCN(C(=O)CCc2cc(C(C)(C)C)c(O)c(C(C)(C)C)c2)CC1	5	0.1	-5	0	-3	11	12	-4	-5
O=C(Nc1cccc(OC(F)(F)F)c1)c1ccc(-c2cccnc2)c2ccoc12	6	x	-1	6	-1	x	-3	x	-1
COc1ccc([C@H]2CC(=O)C[C@@H](CCn3cc(-c4nccn4C)nn3)O2)cc1	1	x	-7	0	-1	x	9	x	2
Nc1cc(-c2ccccc2)nn1S(=O)(=O)c1ccc(Br)cc1	-8	-0.8	-8	0	-12	0	0	-2	0

Molecules shown so far that have an NH in an aromatic ring:
SMILES	CHRM4 PAM	CRFBP-R2 agonist	M5 PAM	M4 ag	M4 antag	CRFBP-R2 block	M5 antag	IDE cell inh	CHRM5 agonist
COc1ccc(NC(=O)N(Cc2cc3cc(OC)ccc3[nH]c2=O)CC2CCCO2)cc1 (configuration not stated)	-10	-2.6	-8	8	1	-13	7	5	2
CCOc1ccccc1/C=N/NC(=O)c1cc(C(C)C)[nH]n1	0	-0.6	-7	8	2	-6	11	5	0
COc1ccc2cc(CCNC(=O)c3cc4ccccc4o3)c(=O)[nH]c2c1	-6	-0.7	-4	20	-11	-7	-7	-2	3
O=C(Nc1cc(C(F)(F)F)ccc1Cl)C(Sc1n[nH]c(=O)[nH]c1=O)c1ccccc1 (configuration not stated)	4	-1.2	1	1	10	-21	2	3	2
Cc1nn(-c2ccccc2)c(C)c1/C=N/n1c(-c2ccc(C(C)(C)C)cc2)n[nH]c1=S	1	-0.3	-2	-1	1	20	-14	4	-6
COc1ccc2[nH]c(=O)c(CN(C(=O)c3ccncc3)C(C)(C)C)cc2c1	8	-2.7	1	0	2	-11	-2	0	2

Following part:
SMILES	CHRM4 PAM	CRFBP-R2 agonist	M5 PAM	M4 ag	M4 antag	CRFBP-R2 block	M5 antag	IDE cell inh	CHRM5 agonist
O=c1c2c3c(sc2n2cnnc2n1Cc1ccccc1)CN(Cc1ccccc1)CC3	1	-0.8	1	1	-4	10	-5	5	-7
C[C@H]1CN([C@@H](C)CO)C(=O)CCCn2cc(nn2)CO[C@@H]1CN(C)S(=O)(=O)c1ccc(Cl)cc1	12	5.2	4	1	-16	-1	-7	x	2
C=CCOc1ccc(C(=O)Nc2ncn[nH]2)cc1	2	0.1	-3	1	-12	-11	-7	7	3
COc1ccc(Cc2n[nH]c(=S)n2-c2cc(C)ccc2C)cc1OC	2	x	-2	1	3	x	1	x	2
Clc1ccc2c(N/N=C/c3cccnc3)ccnc2c1	4	0.0	4	1	-3	-11	-3	14	-1
O=[N+]([O-])c1cccc(C2=NCCC(c3ccccc3)O2)c1 (configuration not stated)	12	-3.7	4	1	-3	7	9	3	-2
CCC1CCCCN1S(=O)(=O)c1ccc(C(=O)Nc2nnc(-c3cccs3)o2)cc1 (configuration not stated)	4	42	1	0	-3	0	5	0	-1
Cc1ccc(C)c(N2CCN(C(=O)CCS(=O)(=O)c3ccc4c(c3)oc(=O)n4C)CC2)c1	-9	0.0	-3	9	-5	7	-1	3	-1
CC(C)Oc1ccccc1C1NC(=O)CCC1[N+](=O)[O-] (configuration not stated)	2	-0.7	-4	0	-12	2	-5	-2	0
CCN(CC)c1ccc(NC(=O)c2cc(Cl)ccc2OC)cc1	0	0.1	-8	1	-8	4	-2	-4	-12
CCOc1nc2cnccc2n(CC(=O)Nc2cccc(C)c2C)c1=O	7	-1.2	-2	0	-7	-5	2	5	-2
Cc1ccc([C@H]2C[C@@H](O)[C@H](n3cc(COC(=O)c4ccccc4)nn3)CN2CC2CCCCC2)cc1	4	-0.8	4	1	-6	12	1	x	1
Nc1nc(Br)c2ccccc2c1-c1ccccc1	1	-0.8	-5	-1	-1	-37	6	-2	-5
O=C(Cn1[nH]c(=O)c2ccccc2c1=O)OCC(=O)c1ccc(F)cc1	0	-3.7	-1	1	-10	13	2	11	-2
CC(=O)c1ccc2c(c1)N(Cc1ccccc1Cl)C(=O)C(C)S2 (configuration not stated)	-6	x	-7	-2	15	x	11	x	-3
CC(C)C(=O)NC(=S)N1CCc2ccccc21	2	-0.7	0	0	5	-20	5	-2	-1
Cc1ccc(S(=O)(=O)n2nc(C)cc2N)cc1	0	0.9	-8	1	-5	-11	5	3	-6
Nc1cc(Cl)cc2c1-c1ccc(Cl)cc1C2O (configuration not stated)	2	-4.8	11	9	-7	-3	0	x	-1
O=C(CSc1nc2ccccc2n1CC(=O)N1CCOCC1)N1CCCC1	-5	-0.5	-2	0	3	27	6	2	1
